High-throughput results from PubChem BioAssay.
AGP1-GFP MLPCN = modulators of TOR pathway AGP1-GFP in S. cerevisiae | S. cerevisiae AGP1-GFP multiplex flow cytometry, 3 h; GFP as percent of DMSO wells | GFP response vs DMSO, % at 10 µM | 0.02% of 320,000 active | AID 2066;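 active means GFP response relative to DMSO above a set limit, near screen average plus 3 SD, cut at about 150% in these data; inconclusive means fewer than 70 cells counted for the yeast strain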;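 further: median GFP channel fluorescence of the gated AGP1 strain per well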
MEP2 TOR yeast = yeast TOR pathway MEP2-GFP modulation | S. cerevisiae MEP2-GFP strain, flow cytometry GFP, 3 h; 100% = DMSO control level | GFP response vs DMSO, % at 10 µM | 0.51% of 330,000 active;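 active means GFP response versus DMSO above a set limit, roughly screen mean plus 3 SD, cut at about 180% in these data; inconclusive means fewer than 70 cells counted for a yeast strain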;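 further: median GFP fluorescence of the barcode-gated MEP2-GFP cells per well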
LAP4 TOR yeast = yeast TOR pathway LAP4-GFP modulation; 0.34% of 320,000 active; S. cerevisiae LAP4-GFP multiplex, flow cytometry GFP, 3 h; median GFP as percent of DMSO wells; AID 2023; GFP response vs DMSO, % at 10 µM;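 active means GFP response vs DMSO above a set limit, about the screen mean plus 3 SD, cut at about 150% in these data; inconclusive means under 70 cell events counted for the yeast strain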
RPL19A-GFP yeast = alters RPL19A-GFP fluorescence in TOR pathway yeast screen; 0.3% of 330,000 active; S. cerevisiae RPL19A-GFP strain, flow cytometry, 3 h; hits give low values; percent response vs DMSO, % at 10 µM;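 active means percent response vs DMSO below 50%; inconclusive means fewer than 70 events counted for the yeast strain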;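 further: median channel GFP fluorescence of the barcoded RPL19A-GFP strain; ratio of sample median GFP to plate DMSO average so 100% = DMSO; lower means less RPL19A-GFP as with rapamycin TOR inhibition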
proCasp7 act = activates human procaspase-7, counter-screen for procaspase-3 activators; recombinant procaspase-7, Ac-DEVD-pNA absorbance 405 nm; D23A/D198A/D206A triple mutant, cannot self-cleave; scale: DMSO 0, 5 µM enzyme 100; activation, % at 8.5 µM; 0.093% of 330,000 active;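 active means percent activation above the screen-wide mean plus 3 SD, cut at about 25% in these data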
Target sequence (P55210 whole entry D23A/D198A/D206A): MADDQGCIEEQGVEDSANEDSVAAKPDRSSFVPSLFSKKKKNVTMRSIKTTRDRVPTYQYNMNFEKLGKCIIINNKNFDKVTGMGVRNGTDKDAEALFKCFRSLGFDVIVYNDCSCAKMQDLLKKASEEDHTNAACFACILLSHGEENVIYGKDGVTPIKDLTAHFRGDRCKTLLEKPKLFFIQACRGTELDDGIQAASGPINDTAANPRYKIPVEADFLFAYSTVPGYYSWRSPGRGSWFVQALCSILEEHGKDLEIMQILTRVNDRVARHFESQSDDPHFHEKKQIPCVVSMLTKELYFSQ
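Detection: p-Nitroaniline absorbance at 405 nm, read at 0 and 120 min; system: Uncleavable procaspase-7 mutant enzyme; evaluation: % activation from two-timepoint absorbance difference, scaled to controls; times: 1 h enzyme–compound preincubation and 2 h substrate reaction, both 25 °C; buffer or medium: Zinc-free HEPES pH 7.4 with 300 mM NaCl, 0.01% Triton X-100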
AHR activator = activators of human aryl hydrocarbon receptor | 2.5% of 320,000 active | activation, % at 5 µM | AHR-responsive luciferase reporter cells, luminescence; in the data active means activation above about 47%;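 further: 0% = vehicle wells and 100% = reference agonist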
procasp3 activ = activates human procaspase-3; recombinant procaspase-3 D3A, Ac-DEVD-pNA absorbance 405 nm; activation, % at 8.5 µM; 0.11% of 330,000 active; AID 463141;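 active means activation above the mean of all tested compounds plus 3 SD, cut at about 21% in these data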;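 further: 0% = DMSO alone and 100% = DMSO wells spiked with extra 5 µM PC-3 D3A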
Target sequence (P42574 whole entry D9A/D28A/D175A): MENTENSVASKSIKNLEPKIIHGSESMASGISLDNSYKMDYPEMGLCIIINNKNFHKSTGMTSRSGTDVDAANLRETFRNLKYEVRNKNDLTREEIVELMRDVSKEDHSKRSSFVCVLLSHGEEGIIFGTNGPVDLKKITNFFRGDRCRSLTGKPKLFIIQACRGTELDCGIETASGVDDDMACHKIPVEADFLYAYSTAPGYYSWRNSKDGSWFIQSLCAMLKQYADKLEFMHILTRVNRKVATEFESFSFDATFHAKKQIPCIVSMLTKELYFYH
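Evaluation: percent activation relative to control range; Material: Procaspase-3 D3A mutant, all three cleavage aspartates alanine; Compound: single dose, 8.5 µM nominal compound, 0.8% DMSO; Replication: one well per compound; Signal: absorbance at 405 nm, 0 and 120 min; Schedule: 1 h preincubation plus 2 h reaction at 25 °C.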
CIT2-GFP yeast = modulators of TOR pathway CIT2-GFP in S. cerevisiae; S. cerevisiae CIT2-GFP strain, flow cytometry, 3 h; 100 means same as DMSO wells; GFP response vs DMSO, % at 10 µM; 0.065% of 320,000 active; AID 2029;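 active means GFP response relative to DMSO above a set limit, near the screen mean plus 3 SD, cut at about 150% in these data; inconclusive means Fewer than 70 cells measured for a yeast strain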;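 further: ratio of well median GFP fluorescence to mean of DMSO wells on the plate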
The depositor's hits bear a star; ? = inconclusive; . = not tested or not shown; [ ] = dose if it differs, or a comment. An unsorted share of the library (roughly 3.5% active in at least one column).

SMILES | AGP1-GFP MLPCN | MEP2 TOR yeast | LAP4 TOR yeast | RPL19A-GFP yeast | proCasp7 act | AHR activator | procasp3 activ | CIT2-GFP yeast
CCOc1ccc(/C(O)=C2/C(=O)C(=O)N(CC3CCCO3)C2c2ccco2)cc1 (configuration not stated) | 105 | 99 | 98 | 101 | -47 | 1 | -12 | 95
O=C(C1Cc2ccccc2O1)N1CCCCC1 (configuration not stated) | 111 | 102 | 102 | 103 | 3 | 0 | -5 | 114
CCn1cc(S(=O)(=O)NCCc2ccc(OC)c(OC)c2)cn1 | 100 | 100 | 99 | 101 | -2 | -1 | 1 | 101
CN(C)CCCNC(=O)c1cc2c3ccccc3n(C)c2s1 | 71 | 111 | 97 | 99 | -1 | 28 | 5 | 108
Cc1ccccc1C(C)NS(=O)(=O)c1ccc2c(c1)OCCO2 (configuration not stated) | 94 | 91 | 88 | 94 | -9 | 1 | -1 | 94
COc1ccc(N(C(=O)c2ccco2)C(C(=O)NC2CCCC2)c2ccc(N(C)C)cc2)cc1 (configuration not stated) | 99 | 101 | 93 | 97 | -1 | 1 | -6 | 97
Cc1cc([N+](=O)[O-])nn1Cn1nc([N+](=O)[O-])cc1C | 93 | 93 | 82 | 97 | 1 | 2 | 4 | 89
O=C1Cc2cc(NS(=O)(=O)c3cc(F)ccc3F)cc3c2N1CCC3 | 110 | 106 | 90 | 108 | 15 | 3 | -4 | 112
Cc1ccc(CCNC(=O)CNC(=S)N(Cc2ccccc2)Cc2cccnc2)cc1 | 87 | 105 | 92 | 97 | 3 | 0 | -1 | 92
Cc1cc(NC(=O)CN2CCN(c3ccc(O)cc3)CC2)no1 | 104 | 97 | 107 | 99 | -42 | -3 | -20 | 98
CC(C)(C)OC(=O)N[C@H](C(=O)OC(C)(C)C)c1ccc2ccccc2c1 | 98 | 96 | 97 | 98 | 8 | 1 | -7 | 93
COc1ccc(CCNC(=O)CCCn2nc(C)n3ccnc3c2=O)cc1OC | 108 | 101 | 102 | 103 | 4 | 1 | 4 | 107
CCOC(=O)c1c(NC(=O)C(=O)N/N=C/c2ccccc2OC)sc2c1CCCCC2 | 104 | 112 | 106 | 102 | -6 | 4 | -3 | 102
COc1cc(OC)c(N2CC(C(=O)NCCC3=CCCCC3)CC2=O)cc1Cl (configuration not stated) | 104 | 103 | 109 | 105 | 5 | 0 | 3 | 95
COc1ccc2c(c1)CCCC2NS(=O)(=O)OCC(Cl)(Cl)Cl (configuration not stated) | 75 | 85 | 118 | 90 | 1 | 2 | 5 | 61
COCCNc1ncnc2c1cnn2-c1ccc(Cl)cc1 | 85 | 94 | 114 | 91 | -4 | -1 | -1 | 70
Cc1ccc(NC(=S)N2CCN(c3ccccn3)CC2)cc1C | 88 | 107 | 84 | 95 | -1 | 1 | -6 | 96
O=C(CN1CCN(Cc2ccc(Cl)cc2)C1=O)NCCCN1CCOCC1 | 97 | 97 | 110 | 102 | 1 | -2 | 15 | 98
CCS(=O)(=O)N1Cc2ccccc2CC1C(=O)Nc1nnc(SCc2c(Cl)cccc2Cl)s1 (configuration not stated) | 98 | 106 | 98 | 102 | 3 | 4 | 2 | 94
Cc1cccc(NC(=O)c2ccc3c(c2)OCCO3)c1C | 100 | 102 | 115 | 104 | 3 | -2 | 2 | 99
COc1cc(NS(=O)(=O)c2ccccc2)ccc1-n1nc(C)cc1C | 92 | 93 | 96 | 93 | 0 | 1 | -2 | 87
CC1CC(C)CN(C(=O)COC(=O)CCc2nc3ccccc3c(=O)[nH]2)C1 (configuration not stated) | 102 | 104 | 93 | 104 | 2 | 3 | 5 | 103
Cc1ccccc1C1NC(=S)NC2=C1C(=O)CCC2 (configuration not stated) | 101 | 92 | 107 | 101 | 3 | -4 | -3 | 95
Cc1ccc(O)c(-c2cc(C(=O)Nc3ccc(S(=O)(=O)Nc4nccc(C)n4)cc3)[nH]n2)c1 | 105 | 95 | 106 | 98 | -3 | 7 | 5 | 103
Cc1nccc2[nH]c(=O)c(C(=O)NC(C)CCc3ccccc3)cc12 (configuration not stated) | 115 | 95 | 102 | 101 | 7 | 11 | 8 | 117
CN1CCN(C2Cc3ccccc3Sc3cc(C(F)(F)F)ccc32)CC1 (configuration not stated) | 97 | 89 | 104 | 94 | -4 | 0 | -4 | 98
CCC(C)NC(=O)c1cc(C)no1 (configuration not stated) | 100 | 104 | 95 | 99 | 7 | 0 | -4 | 103
Cc1cccc(CCNS(=O)(=O)c2ccc3c(c2)n(C)c(=O)c(=O)n3C)c1 | 95 | 98 | 94 | 96 | 5 | 2 | 8 | 85
Cc1cc(C)cc(NC(=O)C2CCN(c3nc(C)cc(C)n3)CC2)c1 | 111 | 108 | 113 | 111 | -11 | 7 | -4 | .
C=CCSc1nc2c(cc1C#N)CCC2 | 107 | 110 | 92 | 106 | 5 | -2 | -10 | 108
Cc1ccc(S(=O)(=O)CC(=O)c2ccccc2[N+](=O)[O-])cc1 | 95 | 100 | 86 | 100 | -1 | 4 | 3 | 98
CC(=O)Nc1nc2c(s1)CCc1ccccc1-2 | 103 | 97 | 98 | 101 | 0 | 44 | 7 | 116
CCN(CC)CCNC(=O)c1ccc(NC(=O)c2cc(-c3ccncc3)nc3ccccc23)cc1 | 95 | 95 | 105 | 96 | -8 | 2 | 5 | 87
O=C(O)c1ccc(NS(=O)(=O)c2ccc3c(c2)C(=O)c2ccccc2C3=O)cc1 | 97 | 97 | 96 | 98 | -5 | 5 | 1 | 108
CCOc1ccccc1NC(=O)CN1CCN(C(=O)C2CCCO2)CC1 (configuration not stated) | 104 | 102 | 99 | 102 | 12 | -2 | 2 | 97
CCS(=O)(=O)n1nc(-c2ccc(Cl)cc2)nc1SCc1ccccc1 | 99 | 102 | 126 | 102 | 0 | 17 | 0 | 75
Nc1ccc(S(=O)(=O)Nc2nccc(/C=C/c3ccccc3F)n2)cc1 | 103 | 109 | 102 | 99 | 2 | 1 | -8 | 108
C/C(=N\NC(=O)c1cc2ccccc2cc1O)c1cc2ccccc2o1 | 95 | 90 | 97 | 100 | -4 | 8 | -3 | 87
CN1CCN(S(=O)(=O)c2ccc(N(C)Cc3cccs3)nc2)CC1 | 91[may fluoresce violet] | 100[may fluoresce violet] | 84[may fluoresce violet] | 104[may fluoresce violet] | -6 | 7 | -1 | ?
N=C(N)N1CCc2ccccc21 | 105 | 99 | 108 | 98 | 10 | 0 | 4 | 105
O=C(c1cc(O)c(O)c([N+](=O)[O-])c1)c1ccccc1F | 83 | 99 | 151* | 91 | -2 | -1 | 8 | 78
N=c1c[n+](-c2ccc(Cl)cc2)[n-]o1 | 104 | 101 | 99 | 99 | -2 | 7 | 3 | 106
Cc1cccc(C)c1NC(=S)N1CCOCC1 | 94 | 97 | 105 | 94 | 24 | -1 | -4 | 94
COc1ccc(OC)c(C(=O)NC(CC(N)=O)c2ccc(NCCN3CCCCC3)c([N+](=O)[O-])c2)c1 (configuration not stated) | 82 | 97 | 129 | 97 | -2 | -1 | 5 | 69
O=C(CN1C(=O)NC2(CCCC2)C1=O)NCc1ccc(F)cc1 | 112 | 98 | 106 | 98 | 10 | -1 | 8 | 103
COC(=O)c1ccc(NC(=O)C23CC4CC(C2)CC(n2cncn2)(C4)C3)cc1 | 107 | 101 | 97 | 103 | -12 | 3 | 6 | 106
CN(C)c1cccc(NC(=O)Cc2ccc(F)cc2)c1 | 97 | 108 | 106 | 103 | -16 | 30 | -8 | 99
CC(=O)OC(C)C(=O)NS(=O)(=O)c1ccc(C)cc1 (configuration not stated) | 100 | 113 | 96 | 107 | 0 | 0 | 2 | 106
CCN(CC)C(=O)/C=C/c1ccccc1 | 103 | 95 | 113 | 103 | 0 | 5 | 8 | 99
O=C(Nc1ccc(OC(F)F)cc1)c1cc(S(=O)(=O)N2CCOCC2)ccc1F | 99 | 111 | 102 | 100 | 8 | 12 | 5 | 102
COCCCNC(=O)c1ccc2nc(Cc3ccc(OC)cc3)oc2c1 | 101 | 105 | 100 | 101 | 7 | 11 | 3 | 102
CC(C)(C)c1ccc(-n2ncc3c2CCCC3NC(=O)CN2CCOC2=O)cc1 (configuration not stated) | 102 | 102 | 99 | 104 | 4 | 14 | 4 | 107
CN1C(=O)[C@H]2[C@@H](/C=C/c3ccccc3)N3C(=O)CN(Cc4ccccn4)C(=O)[C@@]3(C)[C@H]2C1=O | 70 | 88 | 109 | 90 | -3 | 1 | -5 | 64
C/C(=N\NC1=NCCN1)c1ccccc1 | 99 | 100 | 105 | 97 | 7 | 11 | 3 | 91
COc1ccc(CCNS(=O)(=O)c2cn(C)nc2C)cc1OC | 93 | 96 | 95 | 106 | 11 | 0 | 6 | 105
Cc1cc(C)cc(OCCNC(=O)c2ccc(Br)cc2)c1 | 97 | 106 | 95 | 106 | 0 | 4 | 0 | 103
CCc1nn(CC(=O)N2CCCCCC2)c(=O)c2cc3ccccc3n12 | 96 | 107 | 95 | 97 | -3 | 5 | 4 | 97
CCN(CC)S(=O)(=O)c1ccc(Cl)c(C(=O)NCc2ccco2)c1 | 99 | 100 | 98 | 98 | 2 | 0 | 9 | 98
CCCCNC(=O)Cn1nc(C)c(S(=O)(=O)N2CCOCC2)c1C | 111 | 102 | 101 | 100 | 7 | 0 | 1 | 99
O=C(O)/C=C\C(=O)Nc1ccc(N2CCN(c3ccc(Cl)cc3)CC2)cc1 | 105 | 100 | 114 | 98 | -2 | 0 | -5 | 92

No new results follow: an excerpt of the list.
SMILES | AGP1-GFP MLPCN | MEP2 TOR yeast | LAP4 TOR yeast | RPL19A-GFP yeast | proCasp7 act | AHR activator | procasp3 activ | CIT2-GFP yeast
CCCCNC(=O)Cn1nc(C)c(S(=O)(=O)N2CCOCC2)c1C | 111 | 102 | 101 | 100 | 7 | 0 | 1 | 99
O=C(O)/C=C\C(=O)Nc1ccc(N2CCN(c3ccc(Cl)cc3)CC2)cc1 | 105 | 100 | 114 | 98 | -2 | 0 | -5 | 92

Further compounds
SMILES | AGP1-GFP MLPCN | MEP2 TOR yeast | LAP4 TOR yeast | RPL19A-GFP yeast | proCasp7 act | AHR activator | procasp3 activ | CIT2-GFP yeast
O=C1NC(=O)C(Cc2c[nH]c3ccccc23)N1 (configuration not stated) | 95 | 118 | 90 | 97 | -2 | 1 | -1 | 96
Cc1ccc(O)c(NC(=O)C2CC(c3ccc(F)cc3)=NO2)c1 (configuration not stated) | 92 | 101 | 91 | 99 | 1 | 3 | -8 | 105
COC(=O)c1c(C)oc2ccc(N(C(C)=O)S(=O)(=O)c3ccccc3)cc12 | 96 | 101 | 96 | 98 | 8 | 0 | 6 | 97
O=C(NCCCn1ccnc1)C1CC(c2ccccc2Cl)=NO1 (configuration not stated) | 102 | 93 | 101 | 100 | -1 | -1 | 6 | 96

Compound profiles, from the list above. Screens in order: AGP1-GFP MLPCN, MEP2 TOR yeast, LAP4 TOR yeast, RPL19A-GFP yeast, proCasp7 act, AHR activator, procasp3 activ, CIT2-GFP yeast
Record of `COC(=O)c1c(C)oc2ccc(N(C(C)=O)S(=O)(=O)c3ccccc3)cc12` → 96, 101, 96, 98, 8, 0, 6, 97
Record of `O=C1NC(=O)C(Cc2c[nH]c3ccccc23)N1` (configuration not stated) → 95, 118, 90, 97, -2, 1, -1, 96
